Screening results as filed in PubChem.
RAD54 branch = inhibitors of human RAD54 branch migration; RAD54 Holliday junction branch migration, FAM/BHQ fluorescence; 360,000 compounds, 0.14% hits; AID 602329; inhibition, % at 10.4 µM;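 active means mean normalized replicate activity at least 40 and at least half of replicates scoring 40 or more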;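 further: 0% = median of neutral control wells and 100% = median of positive control wells; inhibitors cause a drop in the FAM fluorescence signal; in these data hits start at about 50%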
esBAF inh = inhibitors of esBAF chromatin remodeling in mouse ES cells. reporter increase, % at 12.5 µM. 350,000 compounds, 2% hits. Bmi1-luciferase knock-in reporter, 24 h; 100% = twice the neutral-well signal; in the data active means activation above about 40%;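 further: 0% = median of the plate's neutral control wells and 100% = double that signal; a rise in the Bmi1 reporter signal indicates esBAF inhibition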
FN deposit inh = fibronectin deposition inhibition. inhibition, % at 12.6 µM. AH1F fibroblasts, Alexa488-fibronectin deposition fluorescence, overnight. 350,000 compounds, 0.086% hits. AID 743247;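 active means mean inhibition across replicates of 30% or more, regardless of how many single replicates reach that level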;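 further: positive control wells lacked labelled fibronectin entirely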
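material = AH1F fibroblast monolayer depositing Alexa488-labelled fibronectin into matrix | amount = 10000 AH1F cells/well | buffer or medium = DMEM plus 2% serum, read in PBS | incubation = 1 h cell adhesion before compound, then overnight fibronectin incubation | detection = fluorescence at 485 nm excitation, 525 nm emission | evaluation = percent inhibition as loss of matrix-bound fibronectin fluorescence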
EWS-Fli block = EWS/Fli transcriptional activity inhibition. A673 NR0B1-luciferase reporter, viability-normalised. inhibition, % at 12.6 µM. 350,000 compounds, 0.67% hits;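 active means mean inhibition of at least 50% after viability correction, with every replicate also passing that limit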;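 further: firefly luciferase signal divided by Alamar Blue viability fluorescence both relative to DMSO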
Xi reactivation = activators of X-chromosome reactivation in mouse fibroblasts; 360,000 compounds, 0.055% hits; XiGFP mouse fibroblasts, % GFP-positive cells imaging, 3 d; cells co-treated with 5-aza-dC sensitizer; scaled so ellipticine positive control = 100%; activation, % at 7.58 µM;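 active means mean normalized replicate activation at least 10% and every replicate at or above 10%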;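 further: 0% = median of on-plate neutral control wells and 100% = ellipticine 6 µM median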
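Schedule: 3 d treatment, 15 min room-temperature fixation; system: 68-5-11 XiGFP fibroblast line; buffer or medium: DMEM plus 5-aza-dC sensitizer; control set: ellipticine 6 µM positive control; compound: one concentration, pinned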
S100A4 inh HTS = blocks human S100A4 binding to myosin IIA peptide; P26447; S100A4/TAMRA-MyoIIA peptide fluorescence polarization; inhibition, % at 10.7 µM; 360,000 compounds, 0.14% hits;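 active means mean inhibition of at least 70% across replicates, with every replicate also reaching that level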
Target sequence (P26447 whole entry, looked up): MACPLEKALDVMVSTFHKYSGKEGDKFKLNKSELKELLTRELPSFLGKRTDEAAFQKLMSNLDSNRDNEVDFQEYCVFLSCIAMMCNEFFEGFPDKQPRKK
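Test system: S100A4 monomer protein. Medium: HEPES buffer with Ca2+, pH 7.2. Reagent: fluorescent myosin IIA peptide, 5 nM. Compound dosing: single-point compound testing. Timing: 5 min between mix addition and reading. Benchmarks: DMSO neutral and TFP positive wells.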
RAD52 inh = inhibitors of human RAD52 DNA annealing. P43351. 360,000 compounds, 0.46% hits. recombinant RAD52 DNA annealing, FRET fluorescence. AID 651710. inhibition, % at 18.7 µM;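 active means every replicate showing at least 50% inhibition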
Target sequence (P43351 whole entry, looked up): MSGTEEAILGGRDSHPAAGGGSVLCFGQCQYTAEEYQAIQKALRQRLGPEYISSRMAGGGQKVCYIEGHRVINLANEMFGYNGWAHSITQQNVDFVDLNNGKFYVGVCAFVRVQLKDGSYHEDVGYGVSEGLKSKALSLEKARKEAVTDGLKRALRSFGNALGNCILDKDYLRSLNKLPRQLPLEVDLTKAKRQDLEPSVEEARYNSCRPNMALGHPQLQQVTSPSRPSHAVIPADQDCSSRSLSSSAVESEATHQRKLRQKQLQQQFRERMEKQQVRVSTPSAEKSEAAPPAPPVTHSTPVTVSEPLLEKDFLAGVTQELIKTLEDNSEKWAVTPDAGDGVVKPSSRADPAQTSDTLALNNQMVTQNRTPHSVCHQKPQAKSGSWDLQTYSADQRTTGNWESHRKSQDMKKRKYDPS
E-selectin induc = E-selectin induction on HUVECs | HUVEC E-selectin immunofluorescence imaging; normalized: neutral wells 0, TNF-alpha wells 100 | AID 686992 | P16581 | 260,000 compounds, 0.37% hits | activation, % at 7.58 µM;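 active means mean E-selectin-positive cell signal at least 10% of the positive control, reached in at least 60% of replicates, without over 20% cell loss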;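 further: in these data hits start at about 27%; measured in HUVEC primary endothelial cells; signal is the percent of cells scored E-selectin positive by PE staining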
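material = human umbilical vein endothelial cells (HUVEC), E-selectin induction | quantity = 3,000 cells/well | medium = EGM-2 growth medium on 0.1% gelatin-coated wells | technique = immunofluorescence imaging | read-out basis = % PE-positive cells | control set = TNF-alpha positive control, DMSO neutral control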
* = called active by the depositor; / = not tested or not shown.

1: Cc1ccc(S(=O)(=O)N(C)C[C@H]2Oc3ccc(NS(=O)(=O)c4cccs4)cc3CC(=O)N([C@@H](C)CO)C[C@@H]2C)cc1
2: COc1ccc(OCC(=O)NCCCn2ccnc2)cc1
3: C[C@H](CO)N1C[C@H](C)[C@@H](CN(C)C(=O)Nc2cccc3ccccc23)OCCCC[C@H](C)Oc2ccc(NC(=O)NC3CCCCC3)cc2C1=O
4: C[C@H](CO)N1C[C@H](C)[C@@H](CN(C)Cc2ccccc2)Oc2ccc(NC(=O)Cc3cn(C)c4ccccc34)cc2C1=O
5: CCC(=O)N1C[C@@H](C)[C@H](OC)CN(C)C(=O)c2cc(NC(=O)c3cnccn3)ccc2OC[C@@H]1C
6: CS(=O)(=O)N1[C@@H]2c3ccc(C4=CCCC4)c(=O)n3C[C@H]1[C@H](CO)[C@H]2C(=O)N1CCCCC1
assay / compound,1,2,3,4,5,6
EWS-Fli block,-5,7,16,6,-1,4
FN deposit inh,/,-3,11,/,12,/
E-selectin induc,0.2,2.8,/,-0.3,-0.2,-0.1
RAD54 branch,6,/,1,3,3,-4
esBAF inh,-4,5,-1,-7,2,1
Xi reactivation,-0.4,0.4,0.0,0.1,0.1,-0.1
RAD52 inh,-9,-10,-13,-10,-15,-6
S100A4 inh HTS,-6,-13,3,1,-3,1

7: O=C(NCCCN1CCOCC1)c1ccc2c(c1)N(Cc1ccc(F)cc1)CCS2
8: O=C(NNC(=O)c1ccc(-n2cncn2)c([N+](=O)[O-])c1)c1ccc(Cl)cc1
9: COC(=O)C1=C(C)N(Cc2ccccc2)C(=S)NC1c1ccc(Br)cc1 (stereo not given)
10: Cc1noc(C)c1COC(=O)CCOc1ccccc1
11: Cc1ccc(N2C(=O)c3ccccc3C2Nc2ccccc2F)nc1 (stereo not given)
12: COc1ccc(NC(=O)CN(C)C(=O)c2ccc(OCc3ccccc3)c(OC)c2)cc1
assay / compound,7,8,9,10,11,12
EWS-Fli block,6,-8,-7,/,-26,-10
FN deposit inh,13,-5,7,9,1,5
E-selectin induc,/,-0.2,0.7,1.7,/,0.1
RAD54 branch,7,13,/,-2,-6,-9
esBAF inh,-6,-5,/,-3,13,3
Xi reactivation,0.0,0.0,0.2,/,0.1,0.0
RAD52 inh,-9,-14,-7,/,7,-14
S100A4 inh HTS,-4,-8,-1,/,0,1

7 consecutive records from above, for reference:
3: C[C@H](CO)N1C[C@H](C)[C@@H](CN(C)C(=O)Nc2cccc3ccccc23)OCCCC[C@H](C)Oc2ccc(NC(=O)NC3CCCCC3)cc2C1=O
4: C[C@H](CO)N1C[C@H](C)[C@@H](CN(C)Cc2ccccc2)Oc2ccc(NC(=O)Cc3cn(C)c4ccccc34)cc2C1=O
5: CCC(=O)N1C[C@@H](C)[C@H](OC)CN(C)C(=O)c2cc(NC(=O)c3cnccn3)ccc2OC[C@@H]1C
6: CS(=O)(=O)N1[C@@H]2c3ccc(C4=CCCC4)c(=O)n3C[C@H]1[C@H](CO)[C@H]2C(=O)N1CCCCC1
7: O=C(NCCCN1CCOCC1)c1ccc2c(c1)N(Cc1ccc(F)cc1)CCS2
8: O=C(NNC(=O)c1ccc(-n2cncn2)c([N+](=O)[O-])c1)c1ccc(Cl)cc1
9: COC(=O)C1=C(C)N(Cc2ccccc2)C(=S)NC1c1ccc(Br)cc1 (stereo not given)
assay / compound,3,4,5,6,7,8,9
EWS-Fli block,16,6,-1,4,6,-8,-7
FN deposit inh,11,/,12,/,13,-5,7
E-selectin induc,/,-0.3,-0.2,-0.1,/,-0.2,0.7
RAD54 branch,1,3,3,-4,7,13,/
esBAF inh,-1,-7,2,1,-6,-5,/
Xi reactivation,0.0,0.1,0.1,-0.1,0.0,0.0,0.2
RAD52 inh,-13,-10,-15,-6,-9,-14,-7
S100A4 inh HTS,3,1,-3,1,-4,-8,-1

The results go on.
13: OC[C@H]1[C@@H](c2ccc(C#CC3(O)CCCC3)cc2)[C@@H]2CN(Cc3cccnc3)CCCCN12
14: Cc1cccc(C)c1NC(=S)NCc1ccncc1
15: CC1=C(C(=O)Nc2cc(C(=O)N(C)Cc3ccccc3)ccc2C)SCCO1
16: COc1ccc(NC(=O)Nc2ccc3c(c2)CC(=O)N([C@H](C)CO)C[C@@H](C)[C@@H](CN(C)C(=O)Nc2cccc4ccccc24)O3)cc1
17: O=C(Nc1ccc2c(c1)OCO2)c1cc(C2CCCCN2S(=O)(=O)c2cccs2)on1 (stereo not given)
18: O=C(CCc1ccccc1)Nc1ccc(F)cc1F
assay / compound,13,14,15,16,17,18
EWS-Fli block,-7,-2,/,8,-50,-66
FN deposit inh,/,3,-22,/,13,/
E-selectin induc,-0.4,-0.2,/,0.2,0.1,/
RAD54 branch,3,/,7,-1,-6,3
esBAF inh,/,/,-5,6,26,66*
Xi reactivation,0.1,0.0,0.1,-0.2,-0.1,/
RAD52 inh,-4,-3,-9,/,-11,-8
S100A4 inh HTS,2,5,-1,/,14,-4

19: CC(=O)N1[C@H](CO)[C@@H](c2ccccc2)C12CN(C(=O)c1ccccn1)C2
20: O=C(O)C1CN(C(=O)c2cccc(Br)c2)C1
21: COc1ccc(-c2nc(NC(=O)c3c(C)noc3C)sc2C)cc1
22: COCC(=O)N(C)C[C@H]1Oc2ncc(C#CC(C)(C)O)cc2C(=O)N([C@@H](C)CO)C[C@@H]1C
23: CC(C)NC(=O)N(C)C[C@H]1Oc2ccc(NC(=O)Nc3ccccc3)cc2CC(=O)N([C@H](C)CO)C[C@@H]1C
24: O=C(c1ccccc1)c1ccc(N2CCN(C(=O)c3ccc(F)cc3F)CC2)c(F)c1
assay / compound,19,20,21,22,23,24
EWS-Fli block,-13,4,11,-7,2,-3
FN deposit inh,/,1,11,-3,/,-9
E-selectin induc,0.1,/,0.3,-0.1,/,-0.1
RAD54 branch,/,/,-2,/,2,-5
esBAF inh,/,-2,-8,0,5,6
Xi reactivation,0.0,0.0,-0.2,0.0,0.6,0.0
RAD52 inh,-10,-4,-2,/,12,-11
S100A4 inh HTS,2,-1,-2,/,9,-3

25: COc1ccc(NC(=O)COC(=O)c2cc(S(=O)(=O)N3CCCC3)ccc2O)cc1
26: CCNC(=O)[C@H]1[C@H](CO)[C@H]2Cn3c(ccc(-c4ccccc4)c3=O)[C@H]2N1Cc1cccnc1
27: O=C(C1CCCCC1)N1[C@@H](CO)[C@@H]2c3ccccc3NC[C@@H]21
28: Cc1sc2ncnc(N3CCN(Cc4ccccc4)CC3)c2c1-c1ccccc1
29: Cc1c(NC(=O)c2ccc(Cl)nc2)cccc1-c1nc2cccnc2s1
30: Nc1nonc1-n1nnc(C(=O)N/N=C/c2ccccc2F)c1-c1cccs1
assay / compound,25,26,27,28,29,30
EWS-Fli block,-5,-3,1,24,19,-1
FN deposit inh,1,/,-12,5,-12,-4
E-selectin induc,2.2,0.5,-0.2,0.5,/,/
RAD54 branch,/,0,7,-2,/,3
esBAF inh,0,-3,-1,1,/,1
Xi reactivation,0.3,0.4,0.0,0.3,0.0,-0.1
RAD52 inh,-5,-9,1,-6,1,-11
S100A4 inh HTS,3,5,4,1,-1,1

31: COc1ccc2c3c([nH]c2c1)[C@@H](CO)N(C(C)=O)CC31CN(C(=O)Nc2ccc(F)cc2F)C1
32: Cc1ccc(Cn2c(Sc3nnc(C)s3)nc3c2c(=O)[nH]c(=O)n3C)cc1
33: Cc1ccc(/C=N/NC(=O)CCSc2ccccc2)cc1
34: C[C@@H]1CN([C@@H](C)CO)C(=O)c2cc(NS(=O)(=O)c3ccc(F)cc3)ccc2O[C@H]1CN(C)S(=O)(=O)c1ccccc1
35: O=C(O)c1ccc(N/N=C/c2ccnc3ccccc23)cc1
36: COc1ccc(NC(=O)N(C)C[C@H]2OCCCC[C@@H](C)Oc3ccc(NC(=O)NC(C)C)cc3C(=O)N([C@@H](C)CO)C[C@H]2C)cc1
assay / compound,31,32,33,34,35,36
EWS-Fli block,-9,2,-9,4,-135,8
FN deposit inh,/,-1,5,/,2,/
E-selectin induc,0.2,/,-0.1,0.1,0.0,0.0
RAD54 branch,/,-7,-2,1,0,-4
esBAF inh,/,-16,/,-4,/,-4
Xi reactivation,0.3,0.0,0.0,0.0,0.2,-0.4
RAD52 inh,1,1,-6,/,-19,-4
S100A4 inh HTS,0,1,-2,/,2,0

37: COc1ccc(C(C)(O)c2nc(-c3ccc(F)cc3OC)cs2)cc1 (stereo not given)
38: O=c1cc2n(c(=O)[nH]1)CCC1=C2CCCC1
39: COc1ccc(NC(=O)Nc2ccc3c(c2)C(=O)N([C@H](C)CO)C[C@H](C)[C@H](CN(C)C(=O)CCC(F)(F)F)OCCCC[C@@H](C)O3)cc1
40: CC(C)n1cc(C(=O)N2CCCC(Nc3ccc(F)c(F)c3)C2)cn1 (stereo not given)
41: CCOc1ccc(N(CC(=O)NCc2ccc(OC)cc2)S(=O)(=O)c2c(C)[nH]c(=O)[nH]c2=O)cc1
42: C[C@@H]1CN([C@@H](C)CO)C(=O)Cc2cc(NC(=O)Nc3ccccc3)ccc2O[C@H]1CN(C)Cc1ccc2c(c1)OCO2
assay / compound,37,38,39,40,41,42
EWS-Fli block,58*,/,-12,-21,/,7
FN deposit inh,10,9,/,3,-1,/
E-selectin induc,/,/,22,-0.9,/,-0.5
RAD54 branch,12,1,-2,-4,9,0
esBAF inh,-5,2,1,15,2,-5
Xi reactivation,0.0,/,-0.9,0.1,0.0,-0.9
RAD52 inh,-60,-20,/,-5,-15,41
S100A4 inh HTS,-15,0,/,-4,-1,-12

43: CC(C)c1ccccc1NC(=O)Nc1ccc(F)cc1F
44: N#CC1(NC(=O)CSc2nnc(COc3ccccc3F)n2N)CCCCC1
45: CS(=O)(=O)N1[C@H](C#N)[C@H](c2ccc(-c3ccccc3F)cc2)[C@H]1CO
46: CSc1ccc(C(=O)C2CCCN(Cc3cccn3-c3cccnc3)C2)cc1 (stereo not given)
47: CCNC(=O)C[C@@H]1CC[C@H]2[C@@H](COc3ccc(NC(=O)c4ccccc4)cc3C(=O)N2C)O1
assay / compound,43,44,45,46,47
EWS-Fli block,2,-6,-11,19,7
FN deposit inh,6,/,11,0,/
E-selectin induc,-1.7,/,1.2,0.1,-0.1
RAD54 branch,-1,/,-7,4,-3
esBAF inh,-1,/,2,8,-4
Xi reactivation,0.0,0.2,0.0,0.0,0.1
RAD52 inh,-3,-17,-40,-13,3
S100A4 inh HTS,-4,8,-9,-2,8
